Screening data: PubChem BioAssay, several laboratories
MCL1-BIM inh: inhibitors of human MCL1 binding to BIM-BH3 peptide; 0.68% of 320,000 active; AID 2057; inhibition, % at 10.9 µM; GST-MCL1 / FITC-Bim-BH3 fluorescence polarization; Q07820;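 active = inhibition above the mean inhibition of all tested compounds plus 3 SD, set per campaign, cut at about 40% in these data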;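 note: 0% = DMSO wells and 100% = unlabeled Bim-BH3 peptide control; higher means more loss of mP so more displacement of Bim peptide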
Target sequence (Q07820 whole entry, looked up): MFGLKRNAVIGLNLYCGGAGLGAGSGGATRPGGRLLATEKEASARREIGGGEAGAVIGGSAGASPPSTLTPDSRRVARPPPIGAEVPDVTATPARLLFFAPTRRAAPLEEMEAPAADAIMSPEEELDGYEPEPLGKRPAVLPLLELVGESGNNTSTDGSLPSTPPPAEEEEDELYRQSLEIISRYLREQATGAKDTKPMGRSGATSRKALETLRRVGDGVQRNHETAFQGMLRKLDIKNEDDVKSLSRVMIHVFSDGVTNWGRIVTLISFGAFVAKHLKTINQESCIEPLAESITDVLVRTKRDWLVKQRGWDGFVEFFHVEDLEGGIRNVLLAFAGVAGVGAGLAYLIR
Yeast superoxide: yeast age-related superoxide inhibition as caloric restriction mimetic. AID 2690. superoxide response (% of plate mean), % at 10 µM. S. cerevisiae aged cells, superoxide DHE fluorescence; stronger effect = lower value. 0.18% of 330,000 active;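 active = superoxide response under a set limit, about three screen SD below normal, cut at about 65% in these data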;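 note: yeast aged for seven days with compound at 30 °C before DHE staining; 100% = average MFI of all compound-treated wells on the plate with controls excluded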
GRK2 inh: blocks RNA aptamer binding to human GRK2; P25098; bead flow cytometry, FAM-aptamer displacement from GRK2; inhibition of aptamer binding, % at 10 µM; 0.59% of 330,000 active; AID 488847;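 active = inhibition of aptamer binding above 40%, roughly 3 SD of noise, on plates passing a quality check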;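 note: median bead fluorescence of bound FAM aptamer so fluorescent compounds give negative values; no value below 0 was filed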
VLA-4 inh: inhibition in a human VLA-4 binding assay. P13612. VLA-4 expressing cells, ligand binding flow cytometry. inhibition, % (about 7 µM as worked out from the volumes in the protocol). 0.2% of 330,000 active. AID 2557; in the data active = inhibition above about 50%
MEX-5 binding: C. elegans MEX-5 TCR-2 RNA binding activity; Q9XUB2; MEX-5/FITC-TCR2 RNA binding, fluorescence polarization; stronger effect = lower value; activity score (negative = inhibition of binding), % at 10 µM; 0.38% of 300,000 active;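 active = inhibition past about -25% in most replicates, and total fluorescence under double the plate's negative control median, limit read from the data; inconclusive = replicates evenly split on the limit, or fluorescence at least double controls; inactive = too little inhibition in most replicates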;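 note: 0% = DMSO and -100% = 5 µM competing unlabeled TCR2 RNA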
Target sequence (Q9XUB2 whole entry, looked up): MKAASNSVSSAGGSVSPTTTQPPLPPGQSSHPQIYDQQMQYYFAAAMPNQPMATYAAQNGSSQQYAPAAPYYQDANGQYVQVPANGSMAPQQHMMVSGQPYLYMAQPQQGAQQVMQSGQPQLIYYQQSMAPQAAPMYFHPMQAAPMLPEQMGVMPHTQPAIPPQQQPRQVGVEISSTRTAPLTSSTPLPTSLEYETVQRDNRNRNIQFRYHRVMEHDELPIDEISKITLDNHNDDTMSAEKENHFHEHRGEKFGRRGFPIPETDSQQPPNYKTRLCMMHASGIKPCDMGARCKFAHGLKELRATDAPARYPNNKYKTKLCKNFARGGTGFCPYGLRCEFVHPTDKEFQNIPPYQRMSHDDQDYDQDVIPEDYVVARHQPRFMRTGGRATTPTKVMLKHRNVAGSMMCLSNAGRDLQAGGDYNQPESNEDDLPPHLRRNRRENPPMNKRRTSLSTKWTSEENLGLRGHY
AGP1-GFP MLPCN: modulators of TOR pathway AGP1-GFP in S. cerevisiae. 0.02% of 320,000 active. AID 2066. S. cerevisiae AGP1-GFP multiplex flow cytometry, 3 h; GFP as percent of DMSO wells. GFP response vs DMSO, % at 10 µM;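 active = GFP response relative to DMSO above a set limit, near screen average plus 3 SD, cut at about 150% in these data; inconclusive = fewer than 70 cells counted for the yeast strain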;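 note: median GFP channel fluorescence of the gated AGP1 strain per well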
BCLXL inh: Bcl-xL (human) inhibition; inhibition, % at 10.9 µM; AID 2129; 0.7% of 320,000 active; GST-Bcl-xL / FITC-Bim BH3 peptide fluorescence polarization;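 active = inhibition above the mean of all tested compounds plus 3 SD, cutoff set per campaign, cut at about 30% in these data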;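 note: 0% = DMSO wells and 100% = unlabeled Bim-BH3 peptide competitor; inhibitors lower millipolarization by displacing the labeled peptide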
Target sequence (Q07817 whole entry, looked up): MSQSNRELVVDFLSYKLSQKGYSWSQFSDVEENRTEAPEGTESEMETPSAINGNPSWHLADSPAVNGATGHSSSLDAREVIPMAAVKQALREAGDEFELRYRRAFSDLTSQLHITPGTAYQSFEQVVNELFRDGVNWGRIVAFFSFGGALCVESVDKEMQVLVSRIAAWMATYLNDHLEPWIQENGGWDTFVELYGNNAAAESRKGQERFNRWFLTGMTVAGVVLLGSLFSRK
CIT2 TOR yeast: alters CIT2-GFP fluorescence in TOR pathway yeast screen; S. cerevisiae CIT2-GFP strain, flow cytometry, 3 h; 100 means same as DMSO wells; AID 2029; GFP response vs DMSO, % at 10 µM; 0.065% of 320,000 active;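 active = GFP response relative to DMSO above a set limit, near the screen mean plus 3 SD, cut at about 150% in these data; inconclusive = Fewer than 70 cells measured for a yeast strain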;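 note: ratio of well median GFP fluorescence to mean of DMSO wells on the plate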
GLD-1 RNA inh: GLD-1-TGE RNA interaction inhibition (C. elegans). purified GLD-1 + fluorescein TGE RNA, fluorescence polarization. inhibition, % at 5.96 µM. 0.44% of 320,000 active. AID 2280;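 active = percent inhibition above a per-plate cutoff, the plate mean of test compounds plus 3 SD, cut at about 30% in these data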;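 note: 0% = DMSO wells with GLD-1 and probe and 100% = wells lacking GLD-1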
* = called active by the depositor; ? = inconclusive; . = not tested or not shown; [ ] = another dose, or the depositor's remark.

nr	Compound	MCL1-BIM inh	Yeast superoxide	GRK2 inh	VLA-4 inh	MEX-5 binding	AGP1-GFP MLPCN	BCLXL inh	CIT2 TOR yeast	GLD-1 RNA inh
1	Cc1ccc(Nc2nc(-c3sc(NC(=O)c4ccccc4)nc3C)cs2)cc1	2	.	.	.	2.3	.	2	.	-10
2	C/C(=C\C(=O)c1ccc(F)cc1)NCc1ccc2c(c1)OCO2	-5	103	1	-6	0.8	93	6	98	-5
3	COc1ccc(C(=O)Oc2cc(N)n(S(=O)(=O)c3ccc(C)cc3)n2)cc1	4	94	0	-2	2.0	104	4	101	-9
4	CC(=O)Nc1ccc(S(=O)(=O)N/N=C/c2cccnc2)cc1	-6	102	1	6	-0.9	93	-3	113	0
5	CCc1ccccc1NC(=O)CN(C)C(=O)Cn1cnc2ccc(Cl)cc2c1=O	6	95	0	-9	.	99	3	102	2
6	Cc1ccc(S(=O)(=O)N(C)CC(=O)N(CC(C)C)C2CCS(=O)(=O)C2)cc1 (stereo not given)	-21	89	0	3	-2.2	97	-7	101	1
7	CC(C)(C)n1nc2c(c1NC(=O)c1ccc(C(F)(F)F)cc1)CS(=O)(=O)C2	0	109	0	4	1.0	93	3	107	-2
8	CCc1cc(C(=O)OC)c(NC(=O)CSc2nccn2C)s1	3	94	0	17	0.8	97	2	95	0
9	CCC(=O)Nc1ccc(C(=O)OCc2ccccc2Cl)cc1	2	95	1	-11	-3.1	95	6	90	1
10	CC1CCCN(C(=O)COC(=O)COc2ccc(C#N)cc2)C1 (stereo not given)	.	106	2	2	.	99	.	95	0
11	COc1cc(C2c3sc(=O)[nH]c3SC3C(=O)N(c4ccc(C)cc4)C(=O)C32)ccc1O (stereo not given)	15	86	0	7	-3.2	105	18	96	14
12	COc1ccc(-n2ncc3c(=O)n(CC(=O)N(C(C)C)C(C)C)cnc32)cc1	-1	87	2	-9	0.3	106	4	104	7
13	Cc1cc(=O)[nH]c(N=N/C(=N/Nc2ccccc2C)c2ccccc2)n1	-1	89	2	0	-1.7	97	1	98	-9
14	O=C(NC(Cc1ccccc1)C(=O)O)/C(=C\c1ccco1)NC(=O)c1ccc(Br)cc1 (stereo not given)	27	95	0	25	-2.2	96	17	101	0
15	O=C(NNC(=O)c1ccccc1-n1cccc1)c1ccc(Cl)nc1	-1	89	0	0	.	104	1	102	6
16	CCCCN(C(=O)c1ccc(NC(=O)C(C)C)cc1)c1ccccc1	7	96	0	10	1.1	105	2	101	5
17	Cc1ccc(OCc2cc(C(=O)N3CCC(c4ccccc4Cl)C3)no2)cc1C (stereo not given)	-2	99	0	7	1.4	99	2	96	1
18	CC(=O)Nc1ccc(CC(=O)NCCC(c2ccccc2)c2ccccc2)cc1	-2	91	0	-3	-0.2	93	0	96	4
19	CCOC(=O)C1CCN(C(=O)c2ccccc2N(C)S(=O)(=O)c2ccccc2)CC1	1	119	0	-2	-3.1	103	4	105	8
20	CC(C)(C)CC(C)(C)NC(=S)Nc1ccc2nc(-c3ccccn3)c(-c3ccccn3)nc2c1	7	95	1	-15	6.6	95	21	107	11
21	O=C(CSc1ccc(-c2ccc(F)cc2)nn1)NC1CCCCC1	8	110	6	4	1.9	95	5	101	1
22	CC(=O)Nc1cccc(NS(=O)(=O)c2cn(C)c(=O)n(C)c2=O)c1	2	93	1	1	2.3	101	4	101	-1
23	COc1ccc(NC(=S)Nc2cc(C)ccn2)c(OC)c1	8	82	2	4	-0.1	85	5	89	9
24	COc1cccc(C(=O)NC2CC(C)(C)Cc3c2cnn3-c2cccc(F)c2)c1OC (stereo not given)	3	111	1	18	1.8	101	4	95	5
25	Cc1ccc(S(=O)(=O)N(C)C[C@H]2Oc3ccc(NC(=O)C4CCCCC4)cc3C(=O)N([C@H](C)CO)C[C@H]2C)cc1	.	90	0	-10	.	.	.	.	2
26	COc1ccc(N(C(=O)c2snc(C(N)=O)c2N)C(C(=O)NCC2CCCO2)c2ccc(C)o2)cc1OC (stereo not given)	3	96	0	-2	-0.1	106	2	105	1
27	COC(=O)c1c(N2C(=O)[C@H]3[C@@H](C2=O)[C@]2(C(=O)Nc4ccc(C)cc42)N2CCC[C@@H]32)sc(C)c1C	2	93	2	-19	2.8	89	0	88	-1
28	C=CCn1c(SCc2ccc([N+](=O)[O-])cc2)nnc1C(C)NC(=O)c1ccccc1 (stereo not given)	-4	112	1	.	-1.3	96	-7	100	7
29	COc1cccc(OC)c1-c1nn2c(-c3cc(-c4ccccc4)n[nH]3)nnc2s1	-168	116	24	23	29	92	-97	93	-3
30	Cc1ccc(C(=O)Nc2cc(Cl)ccc2-n2cncn2)s1	3	102	0	1	-0.9	96	2	85	-2
31	COc1cc(C2C(C(N)=O)=C(C)Nc3nc(CCCO)nn32)cc(OC)c1OC (stereo not given)	-5	89	0	4	-0.2	104	0	101	3
32	O=C(NNc1ccc([N+](=O)[O-])cc1[N+](=O)[O-])C1C2CCCCC21 (stereo not given)	6	101	0	0	-3.3	103	-1	101	4
33	CCOc1ccc(C(C)NC(=O)C2CCC2)cc1 (stereo not given)	2	100	100*	-3	-0.7	108	-1	99	7
34	Cc1ccc(Nc2nc(-c3ccc(C)cc3)c(CC(=O)O)s2)cc1	-2	112	0	0	-2.4	96	0	87	-8
35	O=C(Nc1cccc(S(=O)(=O)N2CCCCC2)c1)c1ccc2ncsc2c1	-3	128	4	-7	-2.2	103	-11	98	-2
36	COc1ccccc1-c1nnc2n1N=C(c1ccc(OC(F)F)c(OCC3CC3)c1)CS2	.	87	7	0	.	104	.	103	8
37	CC(=O)/C=C/c1ccccc1Oc1c(F)c(F)nc(F)c1F	13	120	2	13	1.0	95	7	97	0
38	N#CCc1ccc(NC(=O)c2ccccc2C(=O)Nc2ccc(CC#N)cc2)cc1	5	98	8	1	-0.5	93	3	99	-1
39	O=C(c1ccc(Cl)cc1)N1CCCOC1	6	106	1	3	0.1	?	1	?	-4
40	Cn1c(C(=O)N/N=C/c2ccccc2)cc2ccccc21	-3	100	3	14	-2.3	98	-4	100	3
41	C=CCn1c(SC2CCOC2=O)nc2scc(C3CC3)c2c1=O (stereo not given)	-11	88	5	5	2.0	97	-7	95	-9
42	Cc1ccc2c(C)c(C(=O)N(C)CCC3CCCCO3)oc2c1C (stereo not given)	2	98	4	5	0.1	94	4	91	4
43	CCOc1ccc(OCC)c(S(=O)(=O)n2cc(C)nc2CC)c1	-3	91	0	-11	0.0	104	0	104	-1
44	O=S(=O)(c1ccc2c(c1)OCCO2)N1CCN(c2cccc(Cl)c2)CC1	6	99	3	-6	0.9	95	2	101	-1
45	COc1ccc(C(C)=O)cc1COC(=O)c1cc(=O)c2ccccc2o1	-5	108	0	-2	0.3	96	1	98	1
46	COc1ccc(C2C(C(=O)c3ccco3)=C(O)C(=O)N2CCCn2ccnc2)c(OC)c1 (stereo not given)	2	92	2	3	-0.2	95	4	91	5
47	O=C(O)C1CC1c1ccc(Br)cc1 (stereo not given)	5	121	2	22	2.1	103	3	110	-2
48	Cc1cc(C)c(S(=O)(=O)N2CCCCC2)c(C)c1-n1ncnn1	6	85	0	12	0.5	99	2	87	5
49	CN(Cc1c(C(=O)N/N=C/c2cccc(F)c2)nnn1-c1nonc1N)c1ccccc1	8	125	0	4	-0.8	100	-1	97	0
50	O=C(/C=C/c1cccc(Br)c1)N1CCN(c2ccccn2)CC1	1	98	0	-5	1.6	92	2	95	10
51	Cn1c(Nc2ccccc2)cc(=O)n(C)c1=O	-4	33*	0	1	-3.1	97	1	92	-1
52	O=C(COC(=O)CCSc1ccc(Cl)cc1)NCc1ccccc1	0	110	4	-9	-2.3	94	2	83	2
53	COC(=O)C1=C(C)N(C)C(=O)NC1c1cccc2ccccc12 (stereo not given)	11	96	6	4	3.6	103	1	109	1
54	CCNc1c(NS(=O)(=O)c2ccc(OC)cc2)c(=O)oc2ccccc12	1	98	1	-4	0.6	91	-1	96	3
55	Cc1nn(Cc2ccccc2)c(Cl)c1C(=O)OCC(=O)NC(=O)NC12CC3CC(CC(C3)C1)C2	-2	97	1	3	-1.4	95	2	89	0
56	COc1ccc(N(C(=O)C(C)C)S(=O)(=O)c2cccs2)cc1	6	120	3	3	-1.4	.	4	98	6
57	O=C(CSc1nnc(Cc2ccccc2)o1)c1ccc2c(c1)OCO2	-2	94	0	-3	-2.1	99	-6	99	4
58	COc1ccc(NC(=O)CN(C)C(=O)c2ccc3c(c2)NC(=O)CS3)cc1	-7	96	4	-11	.	100	-2	96	4
59	Cc1ccc(-n2c(=O)c3c4c(sc3n3c(=S)[nH]nc23)CCC4)cc1	-35	98	0	-2	1.0	109	-47	105	-3
60	Cc1ccnc(NC(=O)C(C)N2C(=O)c3ccccc3S2(=O)=O)c1 (stereo not given)	2	99	0	10	-11	110	1	105	7

Continued:
nr	Compound	MCL1-BIM inh	Yeast superoxide	GRK2 inh	VLA-4 inh	MEX-5 binding	AGP1-GFP MLPCN	BCLXL inh	CIT2 TOR yeast	GLD-1 RNA inh
61	COc1ccccc1NC(=O)Cn1c(=O)c(N(C)C)c(N)n(C)c1=O	-2	102	1	5	-1.5	97	3	87	7
62	CC(=O)c1cccc(N(C(=O)CNC(=O)c2ccco2)C(C(=O)NC2CCCC2)c2ccco2)c1 (stereo not given)	5	90	2	-3	-0.2	103	8	97	11
63	Cc1ccc(C(=O)OCC(=O)NC2CCCc3ccccc32)o1 (stereo not given)	-5	117	6	13	.	102	-1	99	2
64	Cc1ccc(N(CCC#N)C(=O)COC(=O)c2cc(C)no2)cc1	-4	104	0	-4	0.4	102	-6	97	4
65	CCCSC1=C(C#N)C(c2ccccc2OCC)CC(=O)N1 (stereo not given)	9	97	1	12	-1.7	103	6	104	8
66	Cc1ccc(Sc2c(CO)c(-c3ccccc3)nn2C)cc1	1	95	0	23	1.4	93	4	.	1
67	O=C(CSc1ccc(Cl)cc1)NNC(=O)c1ccco1	-11	100	0	-10	1.0	114[may fluoresce violet]	-2	?	6
68	Cn1c(=O)[nH]c(=O)c2c1nc(N/N=C/c1ccncc1)n2Cc1ccc(Cl)cc1	2	112	25	10	-2.1	106	5	100	-3
69	CCOC(=O)C1CCCN(C(=O)CCNS(=O)(=O)c2ccc(Br)cc2)C1 (stereo not given)	-3	79	1	11	.	93	-1	90	1
70	O=C1C(c2ccncc2)N(CCC2=CCCCC2)C(=O)CN1C1CCCCC1 (stereo not given)	4	79	0	7	1.3	98	0	99	2
71	COc1ccc(-n2c(Cc3ccccc3)nnc2SCc2ccc([N+](=O)[O-])cc2)cc1	-57	95	0	0	0.0	98	-44	101	4
72	CCOC(=O)C1=C(C)N(CCCCCC(=O)O)C(=O)NC1c1ccc([N+](=O)[O-])cc1 (stereo not given)	6	95	0	-6	0.4	92	1	117	2
73	COCCNC(=O)COc1ncnc2scc(-c3ccc(F)cc3)c12	0	118	6	10	-1.5	101	1	111	-3
74	O=C(Nc1ccc(Cl)cn1)c1ccc2nccnc2c1	17	118	0	-44	-2.2	95	22	104	11
